Rac1 GTP hydrolysis – MgcRacGAP GTPase-activating activity inhibitors, confirmation, biochemical, ADP Hunter fluorescence; 340,000 tested, 0.6% active; MgcRacGAP-stimulated Rac1 GTP hydrolysis, ADP Hunter fluorescence; higher % means a stronger effect; GST-tagged Rac1 F28L mutant substrate; one-dose inhibition, % at 30 µM; IC50 in µM for titrated hits; AID 624330;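 active = first-screen hits whose inhibition reached a set limit at any dose in the follow-up dose series; inconclusive = inhibition above the set first-screen limit but never retested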;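 also: fluorescence reports GDP produced by GAP-driven GTP hydrolysis; strong numbers were not always called active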
NS5 inhibitors – Dengue-2 NS5 methyltransferase inhibitors, primary screen, biochemical, confirmation dose response (AID 588689) | Dengue-2 NS5 methyltransferase capping enzyme assay, biochemical; higher % means a stronger effect | inhibition, % at 25 µM, or IC50 in µM where a hit was titrated | 340,000 tested, 0.3% active; in the data active = a potency from the dose series; inconclusive = inhibition above about 29% without an active follow-up result
SV40 large T antigen – SV40 large T antigen inhibitors, biochemical (AID 1903). SV40 large T antigen ATPase/helicase inhibition assay; higher % means a stronger effect. inhibition, % at 20 µM, or IC50 in µM where a hit was titrated. 310,000 tested, 0.39% active; in the data active = a potency from the dose series; inconclusive = inhibition mostly from about 32% at the one dose, without a potency; inactive = the rest, 99 in 100 with inhibition below about 32%; also: strong numbers were not always called active
NS5 inhibitors pilot replicate – recorded beside NS5 inhibitors, whose call it bears; inhibition, %; measured here: pilot screen replicate inhibition
Starred values were filed as active, the others as inactive; ? = inconclusive; · = no result given.

SMILES | Rac1 GTP hydrolysis | NS5 inhibitors | SV40 large T antigen | others
CCN1C[C@@H]2[C@@H]3C(=O)N(Cc4ccccc4)C(=O)[C@@H]3[C@](CC)(C1=O)N2C(=O)c1ccc(Br)cc1 | 12.6% | -6.3% | ·
Cc1ccc(S(=O)(=O)N2CCOCC2)cc1C(=O)OCC(=O)NC1CCCCC1 | 2.1% | -5.0% | ·
C[C@H](CO)N1C[C@H](C)[C@@H](CN(C)C(=O)Nc2ccc(C(F)(F)F)cc2)Oc2c(NC(=O)Nc3ccc(C(F)(F)F)cc3)cccc2C1=O | 1.5% | -3.9% | ·
CCCCCCC(NC(=O)Cc1ccc2ccccc2c1)C(=O)O (stereo not given) | 7.6% | -0.3% | · | NS5 inhibitors pilot replicate=2.4
CC[C@H](C)[C@H](NC(=O)c1ccc(Cl)cc1)C(=O)OCC(=O)c1c(N)n(C)c(=O)n(C)c1=O | 1.2% | -13.6% | ·
COc1ccccc1NC(=O)C1=C(C)Nc2nc(-c3cccnc3)nn2C1c1ccccn1 (stereo not given) | 9.3% | -2.9% | ·
CCC1(O)C(=O)OCc2c1cc1n(c2=O)Cc2cc3cc(O)ccc3nc2-1 (stereo not given) | 3.8% | ? | ·
NS(=O)(=O)c1ccc(CCNC(=O)COC(=O)C2COc3ccccc3O2)cc1 (stereo not given) | 4.2% | 0.0% | ·
C[C@H](CO)N1C[C@H](C)[C@@H](CN(C)Cc2ccc(C(=O)O)cc2)Oc2ccc(NS(C)(=O)=O)cc2C1=O | 4.2% | -1.2% | ·
COc1cccc(S(=O)(=O)N(C)C[C@@H]2OCc3cnnn3CCCC(=O)N([C@@H](C)CO)C[C@@H]2C)c1 | 4.7% | -1.2% | ·
NC(=O)C1(N2CCCC2)CCN(Cc2ccccc2)CC1 | -21.2% | 4.8% | ·
CN(C(=O)c1cccc(NC(=O)Cc2cccc(NC(=O)C3CCN(C(=O)C4CCCCC4)CC3)c2)c1)C1CC1 | 1.8% | -3.0% | · | NS5 inhibitors pilot replicate=-5.4
CC[C@H](C)[C@H](NC(=O)OCc1ccccc1)C(=O)OCC(=O)N1CCN(c2ccc(OC)cc2)CC1 | 18.9% | -5.2% | ·
C[C@@H]1CN([C@@H](C)CO)C(=O)CCCn2nncc2CO[C@@H]1CN(C)S(=O)(=O)c1ccc(C#N)cc1 | 9.8% | -6.4% | ·
O=C(CNC(=O)c1ccccc1)NCC(c1ccco1)N1CCCC1 (stereo not given) | 4.6% | -8.2% | ·
COc1ccccc1NS(=O)(=O)c1cc(NC(=O)Cc2n[nH]c(=O)c3ccccc23)ccc1Cl | 9.9% | -0.8% | ·
COCCN(Cc1ccccc1)C(=O)C1CCN(C(=O)Nc2ccccc2)CC1 | 4.4% | 0.8% | ·
COc1ccc(S(=O)(=O)Nc2cccc3c2O[C@H](CN(C)C(=O)NC(C)C)[C@@H](C)CN([C@H](C)CO)C3=O)cc1 | -15.2% | 4.9% | ·
Cn1c(SCC(=O)Nc2ccc3c(c2)OCO3)nnc1C(F)(F)F | 7.9% | -5.9% | ·
CC(C)c1ccc(S(=O)(=O)N2CCN(C(=O)CCc3nc4ccccc4c(=O)[nH]3)CC2)cc1 | 12.2% | 2.8% | ·
C[C@H](O)[C@@H]1CN2CCc3c([nH]c4ccccc34)[C@@H]2C[C@@H]1N(C)C(=O)NC1CCCCC1 | 10.7% | 3.3% | ·
COc1cccc(S(=O)(=O)N(C)C[C@H]2OCc3cnnn3CCCC(=O)N([C@H](C)CO)C[C@@H]2C)c1 | 14.2% | 2.3% | ·
C#CCOCCOCCOCCNc1nc(N2CCN(C(=O)[C@H](CCCCN)n3cc(CN)nn3)CC2)nc(N2CCN(C(=O)[C@H](CC(N)=O)n3cc(C(N)[C@H](C)CC)nn3)CC2)n1 (stereo not given in full) | 22.3% | -3.5% | ·
N#C/C(=C/C1=C(N2CCOCC2)C(=C/c2ccc(Cl)cc2Cl)/CC1)C(=O)Nc1ccccc1F | 5.4% | 14.8% | ·
CC(=O)c1c(C)[nH]c(C(=O)OCC(=O)Nc2c(C)n(C)n(-c3ccccc3)c2=O)c1C | 11.1% | -11.7% | ·
CN1OC[C@@H]2CN[C@H](c3cccc(-c4ccccc4)c3)C[C@@H]21 | 4.6% | -7.3% | · | NS5 inhibitors pilot replicate=-6.1
CC(=O)OCC=C1CCC2C3CC(C)C4=CC(=O)CCC4(C)C3C(O)CC12C (stereo not given) | -11.2% | 3.1% | ·
CC(=O)c1c(C)[nH]c(C(=O)COC(=O)C2(C)CC2(Cl)Cl)c1C (stereo not given) | 2.6% | -10.5% | ·
OCCN(Cc1ccccc1)Cc1ncccc1O | -7.7% | 5.7% | ·
O=C1C=C(CCc2ccccc2)CCC1 | -0.1% | 1.1% | ·
COc1cccc(N2CCN(CC(=O)NC(=O)NC3CCCCC3)CC2)c1 | 6.9% | 0.7% | ·
C#CCOCCOCCOCCNc1nc(N2CCN(C(=O)[C@H](CCCCN)n3cc(CN)nn3)CC2)nc(N2CCN(C(=O)[C@H](CCCCN)n3cc([C@@H](N)CC(N)=O)nn3)CC2)n1 | 31.6% | 0.0% | ·
CCC(=O)c1ccc(OCC(=O)Nc2ccc(S(=O)(=O)Nc3cc(C)nc(C)n3)cc2)cc1 | 0.5% | 0.8% | ·
CC[C@H]1C/C=C\Cc2ccccc2[C@H](C(=O)C[C@@H](O)CC(C)=O)OC1=O | 3.8% | -5.0% | · | NS5 inhibitors pilot replicate=0.0
CN(C(=O)c1cccc(S(=O)(=O)NCc2ccccc2)c1)C1CCCCC1 | 4.7% | 1.5% | ·
Cc1ccc(-n2c(C)cc(C(=O)OCC(=O)N3CCOCC3)c2C)cc1 | -10.0% | -5.7% | ·
CCCCN(C(=O)C1COc2ccccc2O1)c1c(N)n(CCC)c(=O)[nH]c1=O (stereo not given) | 3.9% | -2.2% | ·
CC[C@]12c3[nH]c4cc(-c5ccco5)ccc4c3CCN1C(=O)[C@@H](CC(=O)NCCC1=CCCCC1)C[C@@H]2C(=O)N1CCN(C(=O)C2CC2)CC1 | 12.1% | -5.9% | ·
CCn1cc(/C=C(\NC(=O)c2ccc(OC)cc2)C(=O)NCCCn2ccnc2)c2ccccc21 | 1.6% | -6.8% | ·
NC(=O)C1(Nc2ccc([N+](=O)[O-])cc2)CCCC1 | 2.3% | 5.6% | ·

The final 2 entries of the part before open the next one.
SMILES | Rac1 GTP hydrolysis | NS5 inhibitors | SV40 large T antigen | others
CCn1cc(/C=C(\NC(=O)c2ccc(OC)cc2)C(=O)NCCCn2ccnc2)c2ccccc21 | 1.6% | -6.8% | ·
NC(=O)C1(Nc2ccc([N+](=O)[O-])cc2)CCCC1 | 2.3% | 5.6% | ·
COc1cc(/C=C/C(=O)OCC(=O)NC(=O)NC2CCCC2)ccc1OCC#N | 5.2% | -6.5% | ·
COc1ccc2[nH]c3c(c2c1)CCN1C(=O)C(CC(=O)NCc2cccc(C(F)(F)F)c2)C[C@H](C(=O)N2CCOCC2)[C@@]31C (stereo not given in full) | 3.9% | 2.6% | ·
CCc1ccc(N2CC(C(=O)Nc3ccc(OC)c(S(=O)(=O)N4CCOCC4)c3)CC2=O)cc1 (stereo not given) | 9.8% | -6.0% | ·
COc1ccc(-c2noc(CCC(=O)N3CCN(c4ccccc4Cl)CC3)n2)cc1 | 6.8% | -6.6% | · | NS5 inhibitors pilot replicate=4.3
CC(C)[C@H](NC(=O)c1ccccc1F)C(=O)OCC(=O)NC1CC1 | -14.0% | 4.7% | ·
CC(C)CNC(=O)CSc1ccc(S(=O)(=O)N(C)C2CCCCC2)cn1 | 6.1% | 1.4% | ·
COc1ccc(-c2coc(CCC(=O)N3CCN(c4cc(C)ccc4C)CC3)n2)cc1 | 8.5% | -4.6% | · | NS5 inhibitors pilot replicate=1.8
O=C(c1cc(S(=O)(=O)N2CCOCC2)ccc1F)N1CCc2ccccc21 | -0.1% | -8.8% | ·
Cc1ccc(NC(=O)Cc2ccccc2)cc1S(=O)(=O)N1CCOCC1 | 0.0% | -7.6% | ·
Cc1ccnc2nc(C(=O)OCC(=O)Nc3ccc4c(c3)OCCO4)nn12 | 4.8% | 3.1% | ·

Among those listed so far, two contain a COOH group.
SMILES | Rac1 GTP hydrolysis | NS5 inhibitors | SV40 large T antigen | others
CCCCCCC(NC(=O)Cc1ccc2ccccc2c1)C(=O)O (stereo not given) | 7.6% | -0.3% | · | NS5 inhibitors pilot replicate=2.4
C[C@H](CO)N1C[C@H](C)[C@@H](CN(C)Cc2ccc(C(=O)O)cc2)Oc2ccc(NS(C)(=O)=O)cc2C1=O | 4.2% | -1.2% | ·

Continued:
SMILES | Rac1 GTP hydrolysis | NS5 inhibitors | SV40 large T antigen | others
COCCNC(=S)N(C)[C@H]1C[C@H]2c3cc(-c4ccccc4)ccc3CCN2C(=O)[C@H]1[C@H](C)O | 12.8% | -2.8% | ·
CC1CCCC(NC(=O)COC(=O)c2ccccc2C(=O)N(C)C2CCCCC2)C1C (stereo not given) | 6.2% | 1.1% | ·
CC(=NNS(=O)(=O)c1ccc([N+](=O)[O-])cc1)c1ccc(C)cc1 | -2.1% | 7.3% | ·
O=[N+]([O-])c1ccc(NN=C(Oc2ccccc2)c2ccc([N+](=O)[O-])cc2)cc1 | 13.2% | -12.1% | ·
C[C@@H]1CN([C@@H](C)CO)C(=O)CCCn2nncc2CO[C@H]1CN(C)Cc1ccc(-c2ccccc2)cc1 | 16.6% | -1.7% | ·
O=C(O)c1ccc(C(S(=O)(=O)c2ccccc2)S(=O)(=O)c2ccccc2)cc1 | 7.1% | 3.5% | ·
Cc1cc(C)c2c(c1)OC(=O)CC2c1ccccc1C (stereo not given) | 6.7% | -1.0% | · | NS5 inhibitors pilot replicate=-1.5
CC(C)C[C@H]1CNC(=S)N1CC1CCCN1C[C@H](Cc1ccccc1)N1C[C@H](Cc2ccc(O)cc2)N(CC2CCCCC2)C1=S (stereo not given in full) | 5.2% | -1.9% | ·
Cc1ccc(S(=O)(=O)N2[C@@H](c3ccc(Br)cc3)C(C(=O)O)=CC[C@H]2c2ccc(Cl)cc2)cc1 | 8.5% | 26.7% | ·
CC(C)(C)OC(=O)N1CCc2onc(-c3ccc(N)cc3)c2C1=O | 21.0% | -1.1% | ·
Cc1[nH][nH]c(=O)c1N=Nc1ccc(Br)c(Cl)c1 | 12.1% | 0.8% | 22.8%
O=C(NCc1ccccn1)Nc1ccc(Cl)cc1 | 13.2% | 3.9% | 7.1%
CC1(C)CC(=O)C2=C(C1)NC(=O)NC2c1ccccc1Cl (stereo not given) | -1.6% | 5.4% | 6.1%
C[C@H](CCC(=O)O)[C@H]1CC[C@H]2[C@@H]3CC[C@@H]4C[C@H](O)CC[C@]4(C)[C@H]3CC[C@]12C | 8.2% | 0.7% | 26.1µM*
C=CC[C@]12C=C(OC)C(=O)C(OC)=C1O[C@@H](c1ccc3c(c1)OCO3)[C@H]2C | 4.5% | -6.3% | 1.2%
CO[C@H]1O[C@H](CBr)[C@@H](OC(=O)c2ccccc2)[C@H](O)[C@H]1O | 5.9% | -8.5% | 5.1%
COc1ccc(CN2CCN(S(=O)(=O)c3ccc(C)cc3)CC2)cc1OC | 13.6% | -2.3% | 2.0%
CC(=O)NN(O)C1N(C)C(=O)N(Cc2ccccc2)C1(C)C (stereo not given) | 12.2% | -5.4% | 9.3%
COc1ccc(C2CC(c3ccccc3O)=NN2c2ccccc2)cc1 (stereo not given) | 0.9% | -3.9% | 3.9%
Cc1c(NS(=O)(=O)c2cc([N+](=O)[O-])ccc2Cl)c(=O)n(-c2ccccc2)n1C | 2.7% | -13.2% | 11.8%
CC(=O)Nc1ccc(NC(=O)CSCc2ccccc2Cl)cc1 | 10.3% | 6.2% | 19.3%
N#CCc1cccnc1Sc1ccc(Cl)cc1 | 7.0% | -8.5% | 28.5%

In the list so far, these contain a CF3 group:
SMILES | Rac1 GTP hydrolysis | NS5 inhibitors | SV40 large T antigen | others
C[C@H](CO)N1C[C@H](C)[C@@H](CN(C)C(=O)Nc2ccc(C(F)(F)F)cc2)Oc2c(NC(=O)Nc3ccc(C(F)(F)F)cc3)cccc2C1=O | 1.5% | -3.9% | ·
Cn1c(SCC(=O)Nc2ccc3c(c2)OCO3)nnc1C(F)(F)F | 7.9% | -5.9% | ·
COc1ccc2[nH]c3c(c2c1)CCN1C(=O)C(CC(=O)NCc2cccc(C(F)(F)F)c2)C[C@H](C(=O)N2CCOCC2)[C@@]31C (stereo not given in full) | 3.9% | 2.6% | ·

Some of the compounds tested (hit frequency here may not be typical).
